Screens as filed in PubChem BioAssay.
PglD inh – blocks C. jejuni PglD acetyltransferase activity | purified PglD enzyme, DTNB colorimetric CoA detection | actives 0.098% (n = 360,000) | inhibition, % at 12.5 µM; in the data active = inhibition above about 16%, passing the limit was not always enough; also: strong numbers were not always called active
miR-122 sensor – blocks miR-122 activity in Huh7 sensor cells; actives 0.3% (n = 340,000); AID 602342; Huh7 miR-122 Renilla luciferase sensor, 48 h; neutral wells = 0, positive control = 100; activation (reporter increase), % at 12.5 µM;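 active = mean replicate activation score at least 90 and every replicate individually at or above 90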;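 also: higher luciferase means less miR-122 activity so hits act as miR-122 inhibitors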
Cneo AK release – Cryptococcus neoformans lysis via adenylate kinase release; actives 0.2% (n = 360,000); C. neoformans lysis, adenylate kinase release luminescence, 4 h; normalised: neutral wells 0, clomiphene wells 100; lysis activity, % at 15 µM; AID 651654;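 active = mean lysis activity across replicates of at least 80%, whatever share of replicates individually reach that level; inactive = mean lysis activity below 80%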
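Assay system: Cryptococcus neoformans yeast cells / Dosing: single-point compound dose / Timing: 4 h at 37 °C static, read 1 h later / Measured by: luminescence of released adenylate kinase using an AK detection reagent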
RAD52 anneal inh – inhibitors of human RAD52 DNA annealing; recombinant RAD52 DNA annealing, FRET fluorescence; inhibition, % at 18.7 µM; actives 0.46% (n = 360,000); AID 651710;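 active = every replicate showing at least 50% inhibition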
E-sel inducer – induces E-selectin expression in human endothelial cells; actives 0.37% (n = 260,000); HUVEC E-selectin immunofluorescence imaging; normalized: neutral wells 0, TNF-alpha wells 100; P16581; AID 686992; activation, % at 7.58 µM;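 active = mean E-selectin-positive cell signal at least 10% of the positive control, reached in at least 60% of replicates, without over 20% cell loss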;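 also: in these data hits start at about 27%; measured in HUVEC primary endothelial cells; signal is the percent of cells scored E-selectin positive by PE staining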
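System: HUVEC / Compound: single concentration / Signal: immunofluorescence imaging / Read-out: percent E-selectin-positive cells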
PGC1a acetyl inh – PGC1a acetylation modulation, inhibitor mode; U2OS PGC1a acetylation, AlphaScreen anti-acetyl-lysine; with virally co-expressed GCN5 acetyltransferase; inhibition, % at 15.6 µM; actives 0.17% (n = 350,000); AID 651687;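 active = every replicate shows inhibition of at least 40%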;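 also: 0% = neutral control wells and 100% = positive control wells; some results beyond the cut were filed as inactive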
RAD54 inh – RAD54 (human) branch migration inhibition. Q92698. RAD54 Holliday junction branch migration, FAM/BHQ fluorescence. inhibition, % at 10.4 µM. actives 0.14% (n = 360,000). AID 602329;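 active = mean normalized replicate activity at least 40 and at least half of replicates scoring 40 or more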;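 also: 0% = median of neutral control wells and 100% = median of positive control wells; inhibitors cause a drop in the FAM fluorescence signal; in these data hits start at about 50%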
Target sequence (Q92698 whole entry, looked up): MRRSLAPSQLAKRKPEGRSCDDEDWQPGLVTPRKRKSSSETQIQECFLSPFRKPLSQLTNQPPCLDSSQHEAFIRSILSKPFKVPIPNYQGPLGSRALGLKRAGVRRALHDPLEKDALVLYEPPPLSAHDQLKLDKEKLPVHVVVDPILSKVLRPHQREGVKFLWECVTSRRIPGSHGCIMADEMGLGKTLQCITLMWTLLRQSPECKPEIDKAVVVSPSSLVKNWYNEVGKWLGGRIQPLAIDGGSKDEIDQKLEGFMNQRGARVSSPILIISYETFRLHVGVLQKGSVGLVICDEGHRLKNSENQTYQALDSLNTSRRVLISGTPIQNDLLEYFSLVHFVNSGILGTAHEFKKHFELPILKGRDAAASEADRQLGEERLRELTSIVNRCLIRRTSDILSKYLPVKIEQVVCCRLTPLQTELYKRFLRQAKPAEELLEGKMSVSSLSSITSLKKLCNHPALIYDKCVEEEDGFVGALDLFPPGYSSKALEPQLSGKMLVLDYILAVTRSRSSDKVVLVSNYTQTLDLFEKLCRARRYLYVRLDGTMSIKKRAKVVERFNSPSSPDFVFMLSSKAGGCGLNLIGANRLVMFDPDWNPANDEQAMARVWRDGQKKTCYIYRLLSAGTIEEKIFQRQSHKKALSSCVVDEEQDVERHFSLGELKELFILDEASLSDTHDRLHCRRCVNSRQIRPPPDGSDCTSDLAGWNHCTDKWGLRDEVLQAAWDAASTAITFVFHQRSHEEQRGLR
ERAP1 inh – inhibitors of human ERAP1 aminopeptidase; Q9NZ08; recombinant ERAP1, Leu-AMC fluorescence, 60 min; inhibition, % at 10.7 µM; actives 0.15% (n = 340,000); AID 652197;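 active = mean replicate inhibition of at least 30%, or all replicates individually reaching that 30% level; inactive = mean below 30% and not every replicate reaching it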;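 also: 0% = neutral control wells and 100% = L-leucinethiol positive control wells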
Numbers without * were called inactive; [ ] = remark or other dose.

What do the screens show for `OC1(c2ccccn2)COc2ccccc2O1` (configuration not stated)?
PglD inh: 0.9; miR-122 sensor: 4.4; Cneo AK release: 0.7; RAD52 anneal inh: -1.6; E-sel inducer: 0.3; RAD54 inh: 2.0; ERAP1 inh: 0.3

How did Cc1c(C(=O)NCCCc2ccccc2)cccc1[N+](=O)[O-] do in these assays?
PglD inh: 1.5; miR-122 sensor: -6.5; Cneo AK release: -1.7; RAD52 anneal inh: -11.2; PGC1a acetyl inh: -1.9; RAD54 inh: 2.7; ERAP1 inh: 4.0

What do the screens show for `COc1ccc(CNC(=O)C[C@H]2C[C@H]3c4cc(NC(=O)CN(C)C)ccc4O[C@H]3[C@H](CO)O2)cc1`?
PglD inh: 0.3; miR-122 sensor: -2.8[16.7 µM]; Cneo AK release: 1.6; RAD52 anneal inh: -1.4; E-sel inducer: 0.2; PGC1a acetyl inh: -1.5; RAD54 inh: -7.6; ERAP1 inh: 0.9

Results for NC(=O)C1CCCN(C(=S)Nc2ccccc2)C1 (configuration not stated) ?
PglD inh: -2.8; miR-122 sensor: -2.2; Cneo AK release: -7.1; RAD52 anneal inh: -7.0; PGC1a acetyl inh: -8.6; RAD54 inh: 6.6; ERAP1 inh: 0.5

Results for C[C@H](CO)N1C[C@H](C)[C@H](CN(C)Cc2ccc3c(c2)OCO3)OCc2cn(nn2)CCCC1=O ?
PglD inh: 0.4; miR-122 sensor: 0.9[16.7 µM]; Cneo AK release: -15.5; RAD52 anneal inh: -5.0; E-sel inducer: 1.5; PGC1a acetyl inh: -8.7; RAD54 inh: 10.9; ERAP1 inh: 1.6

Results for Cc1ccc(SCC(=O)N2CCc3ccccc32)cc1 ?
PglD inh: -2.4; miR-122 sensor: -0.2; Cneo AK release: 4.4; PGC1a acetyl inh: -8.6; RAD54 inh: -3.3

How did COc1ccc(CCNc2nnc(C)c(=O)[nH]2)cc1OC do in these assays?
PglD inh: 0.5; miR-122 sensor: -1.1; Cneo AK release: -0.6; PGC1a acetyl inh: -5.0; RAD54 inh: -8.9

How did O=C([C@@H]1[C@@H](CO)[C@@H]2Cn3c(ccc(-c4cccnc4)c3=O)[C@H]1N2Cc1cccnc1)N1CCOCC1 do in these assays?
PglD inh: 4.5; miR-122 sensor: 5.8[16.7 µM]; Cneo AK release: -1.0; RAD52 anneal inh: -3.6; E-sel inducer: 0.0; RAD54 inh: -4.1; ERAP1 inh: 1.1

What do the screens show for `O=C(CCNS(=O)(=O)c1ccc(OC(F)(F)F)cc1)Nc1cccc(S(=O)(=O)N2CCCC2)c1`?
miR-122 sensor: 24.5; Cneo AK release: -0.9; RAD52 anneal inh: -5.2; PGC1a acetyl inh: -8.7; RAD54 inh: -11.8; ERAP1 inh: -0.9

How did CCOc1ccc(CNCCCSc2ncccn2)cc1OC do in these assays?
PglD inh: -1.5; miR-122 sensor: -1.1; Cneo AK release: -2.7; RAD52 anneal inh: -9.6; E-sel inducer: 0.0; PGC1a acetyl inh: 8.8; RAD54 inh: -6.9; ERAP1 inh: -0.1

Results for CO[C@@H]1CN(C)C(=O)c2ccc(NS(=O)(=O)c3ccc(Cl)cc3)cc2OC[C@H](C)N(C(=O)NC(C)C)C[C@@H]1C ?
PglD inh: 0.9; miR-122 sensor: -1.6[16.7 µM]; Cneo AK release: 3.2; RAD52 anneal inh: -0.2; E-sel inducer: -0.3; PGC1a acetyl inh: 7.3; RAD54 inh: 2.7; ERAP1 inh: 0.3

What do the screens show for `CCCCN1CC(N2CCN(C(=O)c3ccco3)CC2)CS1(=O)=O` (configuration not stated)?
PglD inh: -4.3; miR-122 sensor: -2.7; Cneo AK release: 0.3; RAD52 anneal inh: -1.4; E-sel inducer: -0.1; PGC1a acetyl inh: 1.8; RAD54 inh: 0.5; ERAP1 inh: 4.4

2 entries picked at random from those above:
Results for NC(=O)C1CCCN(C(=S)Nc2ccccc2)C1 (configuration not stated) ?
PglD inh: -2.8; miR-122 sensor: -2.2; Cneo AK release: -7.1; RAD52 anneal inh: -7.0; PGC1a acetyl inh: -8.6; RAD54 inh: 6.6; ERAP1 inh: 0.5

What do the screens show for `CCCCN1CC(N2CCN(C(=O)c3ccco3)CC2)CS1(=O)=O` (configuration not stated)?
PglD inh: -4.3; miR-122 sensor: -2.7; Cneo AK release: 0.3; RAD52 anneal inh: -1.4; E-sel inducer: -0.1; PGC1a acetyl inh: 1.8; RAD54 inh: 0.5; ERAP1 inh: 4.4

Going on with the list:
How did COc1ccc(OC)c(NC(=O)c2cc(-c3ccc(F)cc3OC(C)C)n[nH]2)c1 do in these assays?
PglD inh: -18.6; miR-122 sensor: -4.3; Cneo AK release: 0.8; RAD52 anneal inh: -3.3; E-sel inducer: 1.9; PGC1a acetyl inh: -12.7; RAD54 inh: 3.0; ERAP1 inh: -0.9

What do the screens show for `O=C(NCC[C@@H]1CC[C@H](NC(=O)C2CCCC2)[C@@H](CO)O1)Nc1ccc(Cl)cc1`?
PglD inh: 1.0; miR-122 sensor: -11.6[16.7 µM]; Cneo AK release: -5.3; RAD52 anneal inh: -0.6; E-sel inducer: -0.1; PGC1a acetyl inh: -13.2; RAD54 inh: -0.7; ERAP1 inh: 0.0

How did CCOCCn1c(SC(C)C(C)=O)nc2c1c(=O)[nH]c(=O)n2C (configuration not stated) do in these assays?
PglD inh: -2.4; miR-122 sensor: -4.2; Cneo AK release: -0.8; RAD52 anneal inh: -7.7; E-sel inducer: 1.8; PGC1a acetyl inh: -8.3; RAD54 inh: -7.8; ERAP1 inh: 2.6

What do the screens show for `CCn1c(=O)c2c(nc(SCc3ccccn3)n2C)n(C)c1=O`?
PglD inh: 3.4; miR-122 sensor: -3.3; Cneo AK release: -0.4; PGC1a acetyl inh: 14.5; RAD54 inh: -1.7

Results for CO[C@H]1CN(C)C(=O)c2ccc(NS(=O)(=O)c3ccc(C)cc3)cc2OC[C@H](C)NC[C@H]1C ?
PglD inh: 5.2; miR-122 sensor: 0.2[16.7 µM]; Cneo AK release: 1.5; RAD52 anneal inh: 7.0; E-sel inducer: 0.0; PGC1a acetyl inh: -4.1; RAD54 inh: -1.0; ERAP1 inh: -1.9

How did O=C(Nc1ccccc1)C1=C[C@@H](C2CC2)C[C@@H](OCc2ccc(CO)cc2)O1 do in these assays?
PglD inh: -0.6; Cneo AK release: -9.1; RAD52 anneal inh: 1.5; E-sel inducer: 0.1; RAD54 inh: -2.8; ERAP1 inh: -2.4

What do the screens show for `C[C@H](CO)N1C[C@H](C)[C@H](CN(C)C(=O)NC2CCCCC2)Oc2ccc(NC(=O)CCN3CCOCC3)cc2C1=O`?
PglD inh: -1.8; miR-122 sensor: -7.1[16.7 µM]; Cneo AK release: -2.0; RAD52 anneal inh: -10.1; E-sel inducer: 11.5; PGC1a acetyl inh: 4.3; RAD54 inh: 4.4; ERAP1 inh: 1.3

How did CC(NC(=O)Cc1ccsc1)c1ccc(Cl)cc1Cl (configuration not stated) do in these assays?
PglD inh: 2.3; Cneo AK release: -3.7; RAD52 anneal inh: -7.9; E-sel inducer: -0.2; RAD54 inh: 6.5; ERAP1 inh: -4.4

What do the screens show for `COc1ccc(NC(=O)N(C)C[C@H]2Oc3ccc(NC(=O)Nc4ccccc4)cc3CC(=O)N([C@@H](C)CO)C[C@@H]2C)cc1`?
PglD inh: 4.7; miR-122 sensor: -4.6[16.7 µM]; Cneo AK release: 0.0; RAD52 anneal inh: -6.7; E-sel inducer: -0.2; PGC1a acetyl inh: 4.4; RAD54 inh: -3.4; ERAP1 inh: -1.1

How did O=S(=O)(Nc1ccon1)c1cc(Cl)ccc1Cl do in these assays?
PglD inh: -4.3; miR-122 sensor: -9.6; Cneo AK release: 0.1; RAD52 anneal inh: -9.1; E-sel inducer: -0.6; PGC1a acetyl inh: -1.0; RAD54 inh: 0.9; ERAP1 inh: -0.7

Results for O=C(Cc1cn2ccsc2n1)Nc1nc2c(s1)CCCC2 ?
PglD inh: 1.4; miR-122 sensor: -2.0; Cneo AK release: -0.5; PGC1a acetyl inh: -6.7; RAD54 inh: -18.6

What do the screens show for `N#CCSc1ccc(-c2nc3ccccc3[nH]2)cn1`?
RAD52 anneal inh: -12.4; E-sel inducer: 0.0; PGC1a acetyl inh: -2.9; ERAP1 inh: -0.5

How did Clc1cc(Cl)cc(Nc2ccccc2CN(C/C=C/c2ccc3c(c2)OCO3)Cc2ccccc2)c1 do in these assays?
PglD inh: 0.3; miR-122 sensor: -1.6; Cneo AK release: 0.8; RAD52 anneal inh: -12.3; E-sel inducer: -0.1; PGC1a acetyl inh: -0.7; RAD54 inh: -0.5; ERAP1 inh: 2.2

How did COc1cc(/C=C(/NC(=O)c2ccccc2)C(=O)N2CCOCC2)c([N+](=O)[O-])cc1OC do in these assays?
PglD inh: -4.3; Cneo AK release: -2.7; RAD52 anneal inh: -1.2; E-sel inducer: -0.1; PGC1a acetyl inh: -4.2; RAD54 inh: -1.7; ERAP1 inh: 0.3

How did COc1ccc(S(=O)(=O)CCc2nnc(NC(=O)c3cccs3)s2)cc1 do in these assays?
PglD inh: 2.6; miR-122 sensor: 23.6; Cneo AK release: -0.3; PGC1a acetyl inh: 9.9; RAD54 inh: -8.2

How did c1ccc(Nc2cccc3ccccc23)cc1 do in these assays?
PglD inh: 3.8; miR-122 sensor: 1.8; Cneo AK release: -2.6; RAD52 anneal inh: -3.9; PGC1a acetyl inh: -8.4; RAD54 inh: 1.2; ERAP1 inh: 5.0

How did COc1ccc2c3c(n(C)c2c1)[C@H](CO)N(C(=O)NC1CCCCC1)CC31CCN(C)CC1 do in these assays?
RAD52 anneal inh: 17.7; E-sel inducer: -0.3; PGC1a acetyl inh: -2.9; ERAP1 inh: -0.4

Results for Cc1ccc(/C([O-])=C(/C(=S)NCc2ccco2)[n+]2ccccc2)cc1[N+](=O)[O-] ?
PglD inh: -4.8; miR-122 sensor: -1.4; Cneo AK release: 0.5; RAD52 anneal inh: -3.8; RAD54 inh: 8.2; ERAP1 inh: 1.7

What do the screens show for `CCOc1ccccc1CNC(=O)c1ccc(Sc2ccc(Cl)cc2)c(NC(C)=O)c1`?
PglD inh: -3.8; miR-122 sensor: 1.0; Cneo AK release: -1.3; RAD52 anneal inh: -3.3; PGC1a acetyl inh: -4.1; RAD54 inh: -3.1; ERAP1 inh: 8.1

Results for CCn1c(SCC(=O)N2CCC(C)CC2)nnc1-c1ccco1 ?
PglD inh: 0.5; miR-122 sensor: -7.5; Cneo AK release: 2.5; RAD52 anneal inh: -7.0; PGC1a acetyl inh: -29.7; RAD54 inh: -5.1; ERAP1 inh: 0.0

How did Cc1ccc(C)c(N2CCN(CCCNC(=O)Cn3cc4c(n3)CCCCC4)CC2)c1 do in these assays?
PglD inh: -6.8; miR-122 sensor: -3.5; Cneo AK release: 6.0; RAD52 anneal inh: 1.8; E-sel inducer: -0.1; PGC1a acetyl inh: 4.1; RAD54 inh: 3.1

How did COc1ccc2[nH]c(C)c(C(=O)CN3CCOCC3)c2c1 do in these assays?
PglD inh: 2.4; miR-122 sensor: 6.1; Cneo AK release: 1.4; PGC1a acetyl inh: -9.8; RAD54 inh: -0.9

Results for CC(=O)Oc1ccc2cc(-c3ccccc3)c(=O)oc2c1 ?
PglD inh: 1.6; miR-122 sensor: 5.3; Cneo AK release: -1.0; RAD52 anneal inh: -3.0; PGC1a acetyl inh: 4.0; RAD54 inh: 5.9; ERAP1 inh: -0.3

What do the screens show for `CCc1c(C)sc(NC(=O)c2cc(-c3cc(OC)ccc3OC)on2)c1C#N`?
PglD inh: 1.0; miR-122 sensor: -8.9; Cneo AK release: 0.0; PGC1a acetyl inh: -10.2; RAD54 inh: 6.9

Results for Cc1ccc(OC(=O)c2ccc(N3CCOCC3)c([N+](=O)[O-])c2)cc1 ?
PglD inh: -0.1; miR-122 sensor: -2.7; Cneo AK release: -2.3; PGC1a acetyl inh: 4.3; RAD54 inh: 11.4

What do the screens show for `Cc1cc(C)nc(NS(=O)(=O)c2ccc(NS(=O)(=O)c3ccc(F)c(F)c3)cc2)n1`?
PglD inh: 0.5; miR-122 sensor: -9.6; Cneo AK release: -1.7; RAD52 anneal inh: -14.6; RAD54 inh: -4.3; ERAP1 inh: -4.8
